Compound activity (PubChem BioAssay)
TbHK1 inh = blocks Trypanosoma brucei hexokinase 1 activity; recombinant TbHK1, G6PDH-coupled NADH A340; AID 1430; inhibition, % at 10 µM; hit rate 0.11% among 220,000;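 active means inhibition of 50% or more in the single-dose primary screen; inactive means inhibition below 50%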
Hck-Nef inh = human Hck-Nef kinase inhibition. inhibition, % at 20 µM. Recombinant Hck-YEEI plus Nef, Z-Lyte FRET kinase assay. hit rate 0.68% among 220,000. AID 463187. P08631;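 active means Hck-Nef kinase inhibition above about 50%, limit read from the data; inactive means inhibition below that limit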;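 further: 0% = DMSO with Hck plus Nef and 100% = Hck alone without Nef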
Target sequence (P08631 whole entry, looked up): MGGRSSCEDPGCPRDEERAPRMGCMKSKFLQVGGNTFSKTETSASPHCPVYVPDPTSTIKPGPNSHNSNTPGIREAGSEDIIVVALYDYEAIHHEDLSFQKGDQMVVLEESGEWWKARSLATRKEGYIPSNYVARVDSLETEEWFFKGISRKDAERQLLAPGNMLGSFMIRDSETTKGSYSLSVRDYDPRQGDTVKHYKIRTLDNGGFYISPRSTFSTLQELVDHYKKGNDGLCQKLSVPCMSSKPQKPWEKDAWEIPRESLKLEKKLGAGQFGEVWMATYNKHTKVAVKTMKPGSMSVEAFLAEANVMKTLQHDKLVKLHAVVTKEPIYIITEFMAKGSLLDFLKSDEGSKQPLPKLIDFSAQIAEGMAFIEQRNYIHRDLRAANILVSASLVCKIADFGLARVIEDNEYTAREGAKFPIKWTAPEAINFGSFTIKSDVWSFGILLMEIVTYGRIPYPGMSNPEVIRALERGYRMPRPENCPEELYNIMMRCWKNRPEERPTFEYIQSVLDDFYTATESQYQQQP
L929 necroptosis = L929 zVAD cell death inhibition | L929 zVAD necroptosis rescue, ATP luminescence, 24 h; with zVAD 60 µM | viability rescue, % at 10 µM | hit rate 0.38% among 220,000 | AID 1377;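 active means activation, scaled between plate controls, above about 75%, limit read from the data; inactive means activation under that limit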;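 further: 0% = zVAD with DMSO and 100% = DMSO alone without zVAD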
An asterisk follows results filed as active. Only part of the results is shown, so the mix of outcomes need not match the whole.

Preview, two compounds:
SMILES | TbHK1 inh | Hck-Nef inh | L929 necroptosis
O=C(NCC(=O)N(c1ccccc1)C(C(=O)NC1CCCC1)c1ccncc1)c1ccco1 (centres undefined) | 4.5 | 10.5 | 1.3
Cc1ccc(-c2nnn(CC(=O)N(CC(=O)NC3CCCCC3)c3cnc4ccccc4c3)n2)o1 | 1.8 | -1.0 | -0.2

This part in full, from the first entry:
SMILES | TbHK1 inh | Hck-Nef inh | L929 necroptosis
O=C(NCC(=O)N(c1ccccc1)C(C(=O)NC1CCCC1)c1ccncc1)c1ccco1 (centres undefined) | 4.5 | 10.5 | 1.3
Cc1ccc(-c2nnn(CC(=O)N(CC(=O)NC3CCCCC3)c3cnc4ccccc4c3)n2)o1 | 1.8 | -1.0 | -0.2
COc1ccc(CC(=O)NCc2nnc(SCC(=O)N3CCN(c4ccccc4)CC3)n2C)cc1 | -0.8 | -4.0 | 0.2
C=C(C)C1Cc2c(C)nn(-c3cc(C)c4ccccc4n3)c2C1 (centres undefined) | -2.1 | -10.5 | -1.2
CSc1ccc(CN2CCC(O)CC2)cc1 | -3.2 | -1.2 | 0.0

Only Hck-Nef inh and TbHK1 inh, for some of the entries so far:
Molecule | Hck-Nef inh | TbHK1 inh
Cc1ccc(-c2nnn(CC(=O)N(CC(=O)NC3CCCCC3)c3cnc4ccccc4c3)n2)o1 | -1.0 | 1.8
COc1ccc(CC(=O)NCc2nnc(SCC(=O)N3CCN(c4ccccc4)CC3)n2C)cc1 | -4.0 | -0.8
